High-throughput results deposited in PubChem BioAssay by National Center for Advancing Translational Sciences (NCATS).
IL-1B inflam inh: inhibitors of inflammasome signaling (IL-1 beta secretion). THP-1 LPS/ATP IL-1B secretion, AlphaLISA, 16 h; stronger effect = lower value. activity change, % at 57.5 µM. 360,000 tested, 4.7% active. AID 743279; in the data active means activity change below about -50%; inconclusive means mostly about -30% to -49%; further: on the % scale 0 is the no-effect control and ±100 the full control effect
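THP-1 cells pretreated 1 hr with compounds (up to 57.5 uM final), then stimulated with LPS (250 ng/mL final) plus ATP (1.25 mM final); secreted IL-1B measured by AlphaLISA after 16 hr, decreased signal indicating inhibition.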
KB-3-1 tox: kills parental KB-3-1 adenocarcinoma cells | Potency, µM (top dose mostly 46.1 µM), inactives show at the top dose activity change, negative = cytotoxic, usual class: cytotoxic | 400,000 tested, 1.4% active | KB-3-1 viability, CellTiter-Glo ATP luminescence, 72 h | AID 1347075; further: potency means the concentration at half of the fitted maximal effect; on the % scale 0 is the no-effect control and ±100 the full control effect; nearly all actives have a fitted effect of over 60% in size
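Parental KB-3-1 adenocarcinoma cells in phenol-red-free DMEM with 10% FBS were pin-treated with compounds at several concentrations, incubated 72 h at 37 °C, and viability read by CellTiter-Glo luminescence; concentration-effect curves were fitted after normalization.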
HT1080NT lethal: kills 2HG-producing HT-1080-NT fibrosarcoma cells; HT-1080-NT fibrosarcoma viability, CellTiter-Glo ATP luminescence, 48 h; Potency, µM (series often up to 46.1 µM), for inactives: top-dose activity, negative = less viability, hits mostly cytotoxic; 360,000 tested, 1.6% active;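 further: NT is the 2HG producing partner of a matched IDH1 knockdown line; potency means the concentration at half of the fitted maximal effect; 0% = DMSO-treated cells and -100% = media-only wells without cells; nearly all actives have a fitted effect of over 55% in size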
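Viability of the 2HG-overproducing fibrosarcoma line after 48 hours of compound exposure at 37 degrees C was determined by luminescence with CellTiter-Glo, and concentration-effect curves were then fitted and categorized.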
S2 tox: reduces viability in counter-screen for ATXN expression inhibitors; Potency, µM (doses to about 56.7 µM), actives largely listed as cytotoxic; S2 cells (HEK-293 line with an ATXN2-luciferase reporter) viability, CellTiter-Fluor protease fluorescence, 24 h; AID 651635; 400,000 tested, 0.49% active; further: potency means the concentration at half of the fitted maximal effect; nearly all actives have a fitted effect of over 40% in size
ATXN2 expr inh: ATXN2 expression inhibition. HEK-293 ATXN2-luciferase reporter, luminescence, 24 h. Potency, µM (series often up to 57 µM), for inactives: top-dose activity change, negative = inhibition, usual class: inhibitors. 360,000 tested, 0.72% active. AID 1745845; further: potency means the concentration at half of the fitted maximal effect; on the % scale 0 is the no-effect control and ±100 the full control effect; nearly all actives have a fitted effect of over 55% in size
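ATXN2-luciferase reporter cells (luciferase flanked by upstream and downstream ATXN2 gene portions) were treated 24 h at 37 °C with compounds at up to 57 uM. SteadyGlo luminescence gave expression; GF-AFC fluorescence gave viability.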
KB-V1 MDR tox: kills drug-selected multidrug resistant KB-V1 cells; KB-V1 MDR cells viability, CellTiter-Glo, 72 h; Potency, µM (doses to about 46.1 µM), for inactives: at the top dose activity change, negative = cytotoxicity, actives largely listed as cytotoxic; 400,000 tested, 3.4% active; AID 1347076; further: potency means the concentration at half of the fitted maximal effect; on the % scale 0 is the no-effect control and ±100 the full control effect; nearly all actives have a fitted effect of over 60% in size
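qHTS viability screen in drug-selected KB-V1 MDR cells: 72 h compound treatment at 37 degrees C, ATP luminescence end point.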
HT1080 IDH1KD tx: HT-1080 IDH1 knockdown cell toxicity (counter line). HT-1080 IDH1 knockdown viability, ATP luminescence, 48 h. Potency, µM (series often up to 46.1 µM), inactives show at the highest dose activity, negative = toxicity, usual class: cytotoxic. 360,000 tested, 2% active;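 further: potency means the concentration at half of the fitted maximal effect; 0% = DMSO wells and -100% = cell-free medium wells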
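Cytotoxicity counter-line: IDH1KD HT-1080, 48 h, CellTiter-Glo. Curves classed by r2, magnitude and activity.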
SW480 rereplic: DNA re-replication induction in SW480 cells. SW480 DNA re-replication, Hoechst DNA content imaging, 48 h. Potency, µM (doses to about 46.1 µM), for inactives: at the highest dose re-replication activation, most hits filed as activators. 340,000 tested, 1.8% active. AID 624297; further: potency means the concentration at half of the fitted maximal effect; % of control where 0% means no effect; nearly all actives have a fitted effect of over 55% in size
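Cells (250 per well) received 23 nL compound or DMSO by pin tool and were kept 48 hr at 37 C, 5% CO2. Nuclei were then stained with Hoechst for 40 min and scanned for DNA content.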
MCF10A rerep: DNA re-replication induction in MCF 10a cells. AID 624296. Potency, µM (top dose mostly 46.1 µM), inactives show at the highest dose activity, positive = re-replication, most hits filed as activators. MCF 10A DNA re-replication, Hoechst nuclear intensity, 48 h. 350,000 tested, 2.9% active; further: potency means the concentration at half of the fitted maximal effect; % of control where 0% means no effect; nearly all actives have a fitted effect of over 50% in size
Starred values were filed as active, the others as inactive; i = inactive; ? = inconclusive; / = not tested or not shown; [ ] = remark or other dose. Unless noted, the call rests on the fitted dose curve; in most records, active means well fitted curve in the direction sought with a large enough effect; inconclusive means small, poorly fitted or top-dose-only effect, or another doubt; inactive means no such curve, though single readings can be large; an effect the other way counts as inactive or inconclusive.

SMILES	IL-1B inflam inh	KB-3-1 tox	HT1080NT lethal	S2 tox	ATXN2 expr inh	KB-V1 MDR tox	HT1080 IDH1KD tx	SW480 rereplic	MCF10A rerep
Cc1cc(NC(=O)c2ccccc2-c2ccccc2C(=O)O)no1	8.8	?	11.1%	i	1.0%	1.2%	14.6%	1.0%	25.8%
COC(=O)CN1C(=O)[C@H]2[C@@H](c3ccc(C)o3)N3C(=O)CN(Cc4ccc(-c5ccccc5)cc4)C(=O)[C@@]3(C)[C@H]2C1=O	16.8	9.7%	0.1%	i	11.0%	9.5%	3.7%	-0.5%	9.2%
C/C(=C\C(=O)c1ccc(C)o1)Nc1ccc(C(=O)O)cc1C	0.0	0.8%	5.9%	i	7.8%	9.5%	5.3%	-4.7%	5.1%
Cc1ccc(CNC(=O)Cn2ccn(-c3ccc(F)cc3)c(=O)c2=O)cc1	/	6.9%	/	i	-7.6%	2.5%	/	/	/
CCCOc1ccc(N2C(=O)CC(N3CCN(CCN=CC4C(=O)CC(C)(C)CC4=O)CC3)C2=O)cc1 (stereo unspecified)	42.5	0.4%	-1.5%	i	2.0%	10.9%	4.9%	-2.8%	-7.1%
CC(C)c1ccc(S(=O)(=O)N2CCN(C(=O)CCNS(=O)(=O)c3ccccc3F)CC2)cc1	2.5	-0.8%	4.3%	i	6.2%	-0.6%	-1.2%	-15.4%	1.8%
CCOC(=O)C1=C(C)N=c2sc(=C(C)C)c(=O)n2C1c1ccc(N(C)C)cc1 (stereo unspecified)	1.8	1.9%	12.0%	i	-1.7%	-20.3%	1.6%	11.2%	-1.1%
CCOc1ccc(-c2nc(C#N)c(NCCCOC)o2)cc1	/	-12.9%	/	i	3.4%	-23.3%	/	/	/
CCOC(=O)C1(C)CCN1C(=O)c1ccc(F)c(Cl)c1 (stereo unspecified)	16.0	12.3%	20.5%	i	2.3%	-5.8%	14.0%	/	/
CN1CCCC1CN1CCCC1 (stereo unspecified)	20.0	0.0%	6.8%	i	12.0%	5.0%	25.5%	/	/
Oc1ccc(Br)cc1/C=N/Nc1ncc(-c2ccccc2)cn1	34.5	?	-14.8%	i	-37.8%	?	-8.0%	?	?
CC1CC(C)CN(C(=O)Cn2cc(C=O)c3ccccc32)C1 (stereo unspecified)	6.8	-7.2%	-5.1%	i	-2.2%	-27.9%	-8.1%	3.5%	1.4%
COc1ccc2ccccc2c1/C=N/NC(=O)c1ccc([N+](=O)[O-])cc1	-7.6	14.6%	3.0%	i	-8.2%	13.2%	0.8%	-4.9%	4.7%
O=C(CSc1nc2ccccc2o1)NC1CCCC1	8.0	1.4%	-0.1%	i	2.8%	-2.1%	10.1%	2.4%	-6.6%
O=C(NCc1ccccc1)C1C(=O)N(Cc2ccccc2)C(=O)C1C1(O)CCCC1 (stereo unspecified)	-0.1	14.9%	-0.4%	i	6.0%	?	-1.3%	-1.3%	-11.0%
O=C(CSc1nc2nc[nH]c2c(=O)[nH]1)NC1CCCCC1	0.0	16.5%	21.9%	i	8.7%	10.4%	17.0%	-5.6%	-0.5%
Cc1nc2cc(C(F)(F)F)ccc2n1C1CCN(CC(=O)N2CCOCC2)CC1	35.6	-2.5%	-1.8%	i	0.5%	0.5%	2.0%	-11.9%	10.5%
C[C@H](CO)N1C[C@H](C)[C@H](CN(C)S(=O)(=O)c2ccc(-n3cccn3)cc2)OCc2cnnn2CCCC1=O	-22.9	9.2%	-2.7%	i	13.2%	-6.8%	0.6%	/	/
Cc1ccc(NC(=O)COc2coc(CN3c4ccccc4CC3C)cc2=O)c(C)c1 (stereo unspecified)	-1.1	6.9%	-3.5%	i	-8.4%	?	-7.1%	-2.6%	27.5%
CCOC(=O)C(Cc1cc(C(C)=O)ccc1OCC)C(=O)OCC	-10.1	0.0%	-1.1%	i	-23.4%	-18.8%	-7.1%	1.4%	-2.6%
O=C(CN1CCN(c2ccccc2F)CC1)Nc1ccc2c(c1)CCC2	15.0	-3.6%	0.3%	i	2.3%	-2.2%	17.2%	-3.0%	?
COc1cccc(C(O)c2nc(-c3cccc(CO)c3)cs2)c1 (stereo unspecified)	0.0	0.0%	9.1%	i	12.3%	-0.5%	-0.2%	/	/
COc1cc(NC(=S)NC(=O)c2ccc(F)cc2)ccc1NC(=O)c1ccco1	16.3	21.3%	19.4%	i	0.2%	34.0%	8.4%	-6.5%	13.1%
CCOC(=O)c1c(NC(=O)COC(=O)CCNS(=O)(=O)c2ccccc2)sc(C(=O)NC)c1C	49.4	11.1%	-2.0%	?	-12.3%	-19.7%	-1.1%	33.1%	15.7%
O/N=C/c1ccc2ccccc2n1	6.3	3.9%	-0.4%	i	32.3%[activator]	-4.1%	7.9%	-22.5%	0.0%
NC(=O)CN(c1ccc(Cl)cc1)S(=O)(=O)c1ccccc1	-8.1	-11.7%	12.3%	i	-3.7%	1.3%	12.9%	-3.5%	1.3%
Cc1ccc(CN2C(=O)C(CC(C)C)Nc3ncnc(N4CCCCC4)c32)cc1 (stereo unspecified)	12.0	-0.9%	-20.8%	?	-10.4%	-29.3%	-21.8%	/	/
CSc1nc(Cl)cc(=O)[nH]1	0.0	-0.9%	3.7%	i	/	-4.6%	-6.0%	-19.2%	7.8%
O=C(N/N=C/c1ccsc1)c1cc(-c2cccs2)nc2ccccc12	7.2	?	?	?	-20.1%	13µM*	?	6.51µM*	5.8µM*
COc1ccc2oc(C(=O)NC(C)c3ccccn3)c(C)c2c1 (stereo unspecified)	-3.0	-1.2%	-2.5%	i	15.3%	-24.2%	0.0%	-8.8%	2.7%
Cc1cc(C(=O)CSc2nnc(-c3ccco3)o2)c(C)n1CC1COc2ccccc2O1 (stereo unspecified)	?	-12.9%	1.2%	i	-15.4%	?	-2.4%	0.6%	?
CC1CCCCC1N1CN=C(Nc2nc3ccccc3s2)NC1 (stereo unspecified)	29.1	-25.0%	-5.4%	i	3.7%	18.4µM*	-14.2%	-0.2%	6.0%
O=C(Cc1ccccc1)N/N=C/c1ccc([N+](=O)[O-])s1	-1.5	?	?	i	-31.3%	14.6µM*	?	?	?
CCc1cc(=O)oc2cc(C)cc(OC(C)C(=O)NCc3ccncc3)c12 (stereo unspecified)	-17.6	22.4%	2.5%	i	-1.3%	0.0%	-1.6%	-41.4%	9.0%
Cc1ccc(S(=O)(=O)N2CCOCC2)cc1NC(=O)COC(=O)CNC(=O)c1ccc(Oc2ccccc2)cc1	0.7	28.8%	11.9%	i	2.0%	3.5%	12.3%	-2.0%	?
C[C@]12c3[nH]c4cc(-c5ccco5)ccc4c3CCN1C(=O)[C@@H](CC(=O)NCc1cccc(C(F)(F)F)c1)C[C@@H]2C(=O)N1CCOCC1	-52.8*	-5.5%	-7.3%	?	0.0%	0.0%	-24.0%	?	?
O=C(COC(=O)/C=C/c1ccccc1[N+](=O)[O-])NC(=O)NC1CCCC1	3.4	14.4%	5.3%	i	4.2%	36.8%	0.0%	0.4%	-3.2%
COc1ccc(-c2cc(=O)oc3c(C)c(OCC(=O)NCC4CCC(C(=O)O)CC4)ccc23)cc1 (stereo unspecified)	8.2	-4.6%	29.4%	i	2.5%	0.9%	-0.3%	-0.7%	-0.3%
COc1ccc(S(=O)(=O)N(C)C)cc1NC(=O)CSc1ncccn1	-10.3	-2.8%	0.9%	i	0.8%	-18.3%	-6.7%	2.2%	0.0%
CC(C)C(=O)NS(=O)(=O)c1ccc(NS(C)(=O)=O)cc1	1.3	-17.2%	3.5%	i	-4.3%	-8.4%	-2.2%	-2.6%	-19.4%
COc1ccc(NC(=O)c2ccc3c(c2)OCO3)cc1S(=O)(=O)N1CCOCC1	-1.8	0.0%	4.5%	i	-5.2%	1.1%	2.1%	23.7%	-8.1%
CC(CN1CCN(C)CC1)OC(=O)c1ccccc1 (stereo unspecified)	15.8	21.0%	6.9%	i	2.5%	12.3%	12.2%	-0.8%	14.0%
CC(C)(C)c1ccc(NC(=O)C2=CN3CCS(=O)(=O)N=C3C=C2)cc1	-9.5	-5.8%	1.7%	i	-0.1%	?	3.3%	?	9.7%
COc1ccc(C(=O)/C=C/c2cccc(OCc3ccccc3)c2)cc1CSCC(=O)O	-86.3*	?	-7.5%	?	?	?	?	21.0%	11.6%
NC(=O)N1CC(O)CC1C(=O)Nc1ccc(Cl)c(Cl)c1 (stereo unspecified)	-9.6	-7.0%	13.4%	i	4.8%	1.9%	5.2%	2.0%	0.0%
CSCC[C@H](NC(=O)N1CCn2c1nc1ccccc12)C(=O)NCc1ccc(F)cc1	1.1	-2.6%	1.0%	i	/	-3.1%	2.8%	-1.1%	-2.1%
COc1ccc(C(=O)Nc2cccnc2Sc2ccc(Cl)cc2)cc1	17.0	2.6%	3.6%	i	20.8%	-0.7%	-18.5%	-1.3%[9.22 µM]	-13.3%
COc1ccc(C(=O)Oc2cc(-c3ccc(OC)c(OC)c3)cc(=O)c3c(C)oc(C)c23)cc1	/	-13.5%	/	i	-21.8%	-3.6%	/	/	/
CC(C)n1nnnc1SCC(=O)NCCc1ccccc1	-1.0	-0.8%	16.9%	i	18.5%	7.2%	10.2%	2.2%	0.6%
COc1ccc(CCNC(=O)c2cccc(Nc3nc4ccccc4nc3-n3nc(C)cc3C)c2)cc1OC	/	5.2%	/	i	13.5%	-31.3%	/	/	/
